Screens as filed in PubChem.
Myeloid diff MLP: promotes myeloid progenitor differentiation | ER-HoxA9 myeloid progenitors, lysozyme-GFP differentiation, flow cytometry | 360,000 compounds, 1% hits | calls only at 10 µM;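 active means normalized GFP-positive differentiation at or above the plate's own cutoff, the solvent-only control mean plus 3 SD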;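 further: cells exposed to compound for four days before flow analysis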
RSV antiviral HEp-2: inhibition of RSV-induced cytopathic effect – HEp-2 cells, primary 10 µM value included (AID 2391); HEp-2 cells, RSV-induced CPE inhibition; higher % means a stronger effect; CPE inhibition, % at 10 µM; hits with a dose series show IC50 in µM; 310,000 compounds, 0.13% hits; in the data active means a potency from the dose series; further: strong numbers were not always called active
MgcRacGAP inhibition: MgcRacGAP GTPase-activating activity inhibitors, confirmation, biochemical, ADP Hunter fluorescence; MgcRacGAP-stimulated Rac1 GTP hydrolysis, ADP Hunter fluorescence; higher % means a stronger effect; GST-tagged Rac1 F28L mutant substrate; inhibition, % at 30 µM, or IC50 in µM where a hit was titrated; 340,000 compounds, 0.6% hits; AID 624330;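 active means first-screen hits whose inhibition reached a set limit at any dose in the follow-up dose series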;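 further: fluorescence reports GDP produced by GAP-driven GTP hydrolysis; strong numbers were not always called active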
K1F lysis inhibition: protection from phage-mediated lysis, alamar blue read-out – E. coli UTI89, K1F phage, bacterial capsule biogenesis inhibitors (AID 488966); E. coli UTI89 K1F phage lysis, alamar blue, 2 h; higher % means a stronger effect; 340,000 compounds, 0.02% hits; inhibition, % at 100 µM; hits with a dose series show IC50 in µM;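 active means phage lysis inhibition, versus mean bacterial control, above a set limit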;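 further: capsule biogenesis inhibitors block K1F phage lysis so surviving cells raise fluorescence; higher fluorescence means more inhibition of phage lysis; actives were called in the ten point dose series up to 300 µM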
TNAP activators: human TNAP enzyme activators, primary screen, biochemical, luminescent, no phosphate acceptor, uHTS (AID 1001) | purified TNAP, luminescent activation assay, no phosphate acceptor; higher activation fold means a stronger effect | one-dose activation fold at 20 µM; EC50 in µM for titrated hits | 200,000 compounds, 0.03% hits; in the data active means activation fold from about 3, or a potency from the dose series; inactive means the rest, 99 in 100 with activation fold below about 1.6; further: many of its hits are not listed in these tables
NTR1 agonist: NTR1-driven beta-arrestin-GFP spot formation – imaging, U2OS cells, high content, primary screen (AID 493036). agonist mode. activation, % at 20 µM. 330,000 compounds, 0.17% hits;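 active means activation at or above 40% of the spot to cytoplasm intensity ratio, with at least 20 cells analyzed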;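 further: 0% = DMSO without peptide and 100% = 100 nM NTR1 peptide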
Target sequence (P30989 whole entry, looked up): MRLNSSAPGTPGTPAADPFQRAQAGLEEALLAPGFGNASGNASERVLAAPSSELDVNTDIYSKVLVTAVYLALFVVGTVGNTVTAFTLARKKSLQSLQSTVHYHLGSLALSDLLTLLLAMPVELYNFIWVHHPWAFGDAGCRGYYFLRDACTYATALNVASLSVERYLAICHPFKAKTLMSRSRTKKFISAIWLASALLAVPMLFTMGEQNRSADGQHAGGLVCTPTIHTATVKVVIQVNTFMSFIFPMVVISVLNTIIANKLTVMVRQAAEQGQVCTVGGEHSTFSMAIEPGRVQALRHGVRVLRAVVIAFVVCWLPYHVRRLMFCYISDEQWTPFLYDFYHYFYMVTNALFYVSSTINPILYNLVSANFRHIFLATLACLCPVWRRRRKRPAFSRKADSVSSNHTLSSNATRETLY
Salmonella PhoP GFP: inhibitors of PhoP regulon expression, primary screen, Salmonella Typhimurium, GFP reporter (AID 1863) | S. Typhimurium PhoP-regulated promoter GFP reporter, 4 h; higher % means a stronger effect | inhibition, % at 50 µM, or IC50 in µM where a hit was titrated | 300,000 compounds, 0.16% hits;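 active means inhibition over 29.93%, a cutoff 3 SD above the screen mean, later confirmed by dose response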;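 further: 0% = low Mg2+ inducing control and 100% = high Mg2+ repressing control; strong numbers were not always called active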
SV40 large T antigen: SV40 large T antigen inhibitors, biochemical (AID 1903). SV40 large T antigen ATPase/helicase inhibition assay; higher % means a stronger effect. inhibition, % at 20 µM; hits with a dose series show IC50 in µM. 310,000 compounds, 0.39% hits; in the data active means a potency from the dose series; further: strong numbers were not always called active
T cell HTS: T cell immune modulators affecting CD8 T cell-vesicle binding. 2C CD8+ T cell-vesicle binding, flow cytometry; hits give low values. 330,000 compounds, 0.068% hits. calls only at 7 µM;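 active means response, share of CD8 T cells binding vesicles, and their 90th percentile fluorescence all below set limits, cut at about 80% in these data, passing the limit was not always enough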
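material = purified 2C TCR transgenic mouse naive CD8+ T cells | controls = Unloaded micro-vesicles (low), QL9 vesicles with 0.7% DMSO (high) | detection = cytometric PE anti-B7-1 and Alexa647 anti-CD8 signals after 1% paraformaldehyde fixation | incubation = binding step 1.5 h, 37 °C, antibody labelling 20 min, ice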
T cell HTS vesicle-bound %: second read-out of T cell HTS, no call of its own (marks repeat the call); double positive events, %; measured here: CD8+ vesicle-bound cell fraction;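 binding gate set so that unloaded-vesicle control wells show 10% double positive cells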
NTR1 agonist cell count 20 µM: recorded beside NTR1 agonist, whose call it bears; cell count; measured here: cell count, cytotoxicity flag
Myeloid diff MLP GFP+ MAC1+ %: also measured in Myeloid diff MLP; calls as there; GFP+ MAC1+ double positive, %; measured here: differentiation confirmed by MAC1 staining
Starred values were filed as active, the others as inactive; [ ] = dose if it differs, or a comment.

For COc1ccc(NC(=O)/C=C/c2ccccc2)cn1 the results were Myeloid diff MLP inactive, RSV antiviral HEp-2 3.0%, MgcRacGAP inhibition 11%, K1F lysis inhibition 0.1%, TNAP activators 1.1, NTR1 agonist 5.4, Salmonella PhoP GFP -14%, SV40 large T antigen 14%, T cell HTS inactive, T cell HTS vesicle-bound % 41, NTR1 agonist cell count 20 µM 35 and Myeloid diff MLP GFP+ MAC1+ % 0.4.
CCCc1nnc(SCC(=O)N2CCOCC2)n1CCCOC was read as Myeloid diff MLP inactive, RSV antiviral HEp-2 0.7%, MgcRacGAP inhibition 8%, K1F lysis inhibition 2.8%, TNAP activators 1.1, NTR1 agonist 0.8, Salmonella PhoP GFP -1%, SV40 large T antigen 1%, T cell HTS inactive, T cell HTS vesicle-bound % 32, NTR1 agonist cell count 20 µM 65 and Myeloid diff MLP GFP+ MAC1+ % 5.5.
Cc1ccc(C(c2nnnn2Cc2cccs2)N2CCN(Cc3ccc4c(c3)OCO4)CC2)cc1 (centres undefined) was read as Myeloid diff MLP inactive, RSV antiviral HEp-2 6.5%, MgcRacGAP inhibition 6%, K1F lysis inhibition 3.0%, TNAP activators 1.1, NTR1 agonist -2.0, Salmonella PhoP GFP -3%, SV40 large T antigen 1%, T cell HTS inactive, T cell HTS vesicle-bound % 33, NTR1 agonist cell count 20 µM 50 and Myeloid diff MLP GFP+ MAC1+ % 0.9.
CCOC(=O)CSc1nnc(NC(=O)CCc2ccccc2)s1 was read as Myeloid diff MLP inactive, RSV antiviral HEp-2 2.9%, MgcRacGAP inhibition 1%, K1F lysis inhibition 0.8%, NTR1 agonist 8.3, Salmonella PhoP GFP -8%, SV40 large T antigen 13%, T cell HTS inactive, T cell HTS vesicle-bound % 11, NTR1 agonist cell count 20 µM 57 and Myeloid diff MLP GFP+ MAC1+ % 0.9.
`O=C(CSc1nnc(NC(=O)C2CC2)s1)Nc1ccc2c(c1)OCCO2` gave Myeloid diff MLP inactive, RSV antiviral HEp-2 2.5%, MgcRacGAP inhibition 5%, K1F lysis inhibition 0.5%, TNAP activators 1, NTR1 agonist 0.1, Salmonella PhoP GFP -10%, SV40 large T antigen 23%, T cell HTS inactive, T cell HTS vesicle-bound % 32, NTR1 agonist cell count 20 µM 61 and Myeloid diff MLP GFP+ MAC1+ % 0.3.
Screening O=C(/C=C/c1cccnc1)c1ccc(NC(=O)c2cccc(Br)c2)cc1 returned RSV antiviral HEp-2 20%, MgcRacGAP inhibition 9%, K1F lysis inhibition -2.9%, TNAP activators 1.1, NTR1 agonist 3.6, Salmonella PhoP GFP -11%, SV40 large T antigen 2%, T cell HTS inactive, T cell HTS vesicle-bound % 15 and NTR1 agonist cell count 20 µM 55.
NC(=O)C1CCN(C(=O)c2ccccc2CCc2ccccc2)CC1 was read as Myeloid diff MLP inactive, RSV antiviral HEp-2 4.0%, MgcRacGAP inhibition 5%, K1F lysis inhibition 0.1%, NTR1 agonist -0.3, Salmonella PhoP GFP -2%, SV40 large T antigen 11%, T cell HTS inactive, T cell HTS vesicle-bound % 52, NTR1 agonist cell count 20 µM 60 and Myeloid diff MLP GFP+ MAC1+ % 0.6.
For COc1ccc(C2SCC(=O)N2c2ccc(OC)cc2)cc1 (centres undefined) the results were Myeloid diff MLP inactive, RSV antiviral HEp-2 0.5%, MgcRacGAP inhibition 6%, K1F lysis inhibition 0.4%, NTR1 agonist 0.5, Salmonella PhoP GFP -5%, SV40 large T antigen 10%, T cell HTS inactive, T cell HTS vesicle-bound % 20, NTR1 agonist cell count 20 µM 45 and Myeloid diff MLP GFP+ MAC1+ % 0.4.
Screening O=C(CCS(=O)(=O)c1ccc2c(c1)NC(=O)CS2)NCc1ccccc1Cl returned Myeloid diff MLP inactive, RSV antiviral HEp-2 -1.4%, MgcRacGAP inhibition -5%, K1F lysis inhibition -0.1%, NTR1 agonist 0.7, Salmonella PhoP GFP 8%, SV40 large T antigen -7%, T cell HTS inactive, T cell HTS vesicle-bound % 12, NTR1 agonist cell count 20 µM 43 and Myeloid diff MLP GFP+ MAC1+ % 5.3.
For Cc1ccc(C(=O)N/C(=C\c2ccco2)C(=O)N2CCCCC2)cc1 the results were Myeloid diff MLP inactive, RSV antiviral HEp-2 1.6%, MgcRacGAP inhibition 6%, K1F lysis inhibition -0.2%, NTR1 agonist 0.8, Salmonella PhoP GFP 2%, SV40 large T antigen 7%, T cell HTS inactive, T cell HTS vesicle-bound % 37, NTR1 agonist cell count 20 µM 53 and Myeloid diff MLP GFP+ MAC1+ % 0.6.
`O=C(NCc1ccccc1CN1CCCC1)c1cccc(S(=O)(=O)Nc2ccc(F)cc2)c1` gave Myeloid diff MLP inactive, RSV antiviral HEp-2 -0.8%, MgcRacGAP inhibition 7%, K1F lysis inhibition 0.7%[50 µM], NTR1 agonist -1.2, T cell HTS inactive, T cell HTS vesicle-bound % 40, NTR1 agonist cell count 20 µM 42 and Myeloid diff MLP GFP+ MAC1+ % 0.6.
For Cc1cc(C)cc(C(=O)NC(CC(N)=O)c2ccc(NCCN3CCOCC3)c([N+](=O)[O-])c2)c1 (centres undefined) the results were Myeloid diff MLP inactive, RSV antiviral HEp-2 0.1%, MgcRacGAP inhibition 7%, K1F lysis inhibition 0.5%, NTR1 agonist -2.8, Salmonella PhoP GFP 0%, SV40 large T antigen 15%, T cell HTS inactive, T cell HTS vesicle-bound % 16, NTR1 agonist cell count 20 µM 92 and Myeloid diff MLP GFP+ MAC1+ % 0.4.

Next part, overlapping the part above by 2 compounds.
`O=C(NCc1ccccc1CN1CCCC1)c1cccc(S(=O)(=O)Nc2ccc(F)cc2)c1` gave Myeloid diff MLP inactive, RSV antiviral HEp-2 -0.8%, MgcRacGAP inhibition 7%, K1F lysis inhibition 0.7%[50 µM], NTR1 agonist -1.2, T cell HTS inactive, T cell HTS vesicle-bound % 40, NTR1 agonist cell count 20 µM 42 and Myeloid diff MLP GFP+ MAC1+ % 0.6.
For Cc1cc(C)cc(C(=O)NC(CC(N)=O)c2ccc(NCCN3CCOCC3)c([N+](=O)[O-])c2)c1 (centres undefined) the results were Myeloid diff MLP inactive, RSV antiviral HEp-2 0.1%, MgcRacGAP inhibition 7%, K1F lysis inhibition 0.5%, NTR1 agonist -2.8, Salmonella PhoP GFP 0%, SV40 large T antigen 15%, T cell HTS inactive, T cell HTS vesicle-bound % 16, NTR1 agonist cell count 20 µM 92 and Myeloid diff MLP GFP+ MAC1+ % 0.4.
For Cc1cccc(N2CC(C(=O)Nc3nnc(SCCC4OCCO4)s3)CC2=O)c1 (centres undefined) the results were Myeloid diff MLP inactive, RSV antiviral HEp-2 3.2%, MgcRacGAP inhibition 12%, K1F lysis inhibition -0.4%, NTR1 agonist 0.2, Salmonella PhoP GFP -5%, SV40 large T antigen 33%, T cell HTS inactive, T cell HTS vesicle-bound % 73, NTR1 agonist cell count 20 µM 63 and Myeloid diff MLP GFP+ MAC1+ % 0.8.
Screening N#CCSc1nnc(C2CCCCC2)n1-c1ccccc1 returned Myeloid diff MLP inactive, RSV antiviral HEp-2 -0.6%, MgcRacGAP inhibition 7%, K1F lysis inhibition 0.3%, TNAP activators 1.1, NTR1 agonist 0.3, Salmonella PhoP GFP -6%, SV40 large T antigen 4%, T cell HTS inactive, T cell HTS vesicle-bound % 39, NTR1 agonist cell count 20 µM 103 and Myeloid diff MLP GFP+ MAC1+ % 0.9.
`O=C(O)COc1ccccc1/C=N/NC(=O)COc1ccc(-c2ccccc2)cc1` gave Myeloid diff MLP inactive, RSV antiviral HEp-2 2.0%, MgcRacGAP inhibition 11%, K1F lysis inhibition 0.0%, NTR1 agonist -1.6, Salmonella PhoP GFP 0%, SV40 large T antigen 13%, T cell HTS inactive, T cell HTS vesicle-bound % 26, NTR1 agonist cell count 20 µM 53 and Myeloid diff MLP GFP+ MAC1+ % 0.5.
O=[N+]([O-])c1ccc2nc(-c3ccc(Cl)cc3)[nH]c2c1 was read as Myeloid diff MLP inactive, RSV antiviral HEp-2 -2.5%, MgcRacGAP inhibition 9%, K1F lysis inhibition 0.1%, TNAP activators 0.7, NTR1 agonist -3.6, Salmonella PhoP GFP -11%, SV40 large T antigen 6%, T cell HTS inactive, T cell HTS vesicle-bound % 45, NTR1 agonist cell count 20 µM 66 and Myeloid diff MLP GFP+ MAC1+ % 0.1.
Cc1noc(C)c1C(=O)N1CCN(c2cccc(Cl)c2)CC1 was read as Myeloid diff MLP inactive, RSV antiviral HEp-2 -0.8%, MgcRacGAP inhibition 6%, K1F lysis inhibition 0.2%, TNAP activators 1.1, NTR1 agonist 0.0, Salmonella PhoP GFP 4%, SV40 large T antigen 8%, T cell HTS inactive, T cell HTS vesicle-bound % 52, NTR1 agonist cell count 20 µM 84 and Myeloid diff MLP GFP+ MAC1+ % 0.0.
For CSc1nc2ccc(NC(=O)c3ccccn3)cc2s1 the results were Myeloid diff MLP inactive, RSV antiviral HEp-2 -0.1%, MgcRacGAP inhibition 1%, K1F lysis inhibition -0.3%, NTR1 agonist 0.3, Salmonella PhoP GFP -7%, SV40 large T antigen 7%, T cell HTS inactive, T cell HTS vesicle-bound % 35, NTR1 agonist cell count 20 µM 44 and Myeloid diff MLP GFP+ MAC1+ % 2.4.
S=C(Nc1ccc(Cl)cc1)NC1CC2CCCC(C1)N2C1CC1 (centres undefined) was read as Myeloid diff MLP inactive, RSV antiviral HEp-2 -3.0%, MgcRacGAP inhibition 1%, K1F lysis inhibition 2.8%, TNAP activators 1.1, NTR1 agonist -1.0, Salmonella PhoP GFP 11%, SV40 large T antigen 11%, T cell HTS inactive, T cell HTS vesicle-bound % 30, NTR1 agonist cell count 20 µM 44 and Myeloid diff MLP GFP+ MAC1+ % 1.4.
For CCCCn1c(N)c(N(CCC(C)C)C(=O)c2ccc([N+](=O)[O-])o2)c(=O)[nH]c1=O the results were Myeloid diff MLP inactive, RSV antiviral HEp-2 1.4%, MgcRacGAP inhibition 8%, K1F lysis inhibition -1.8%[50 µM], NTR1 agonist 2.1, Salmonella PhoP GFP -25%, SV40 large T antigen 24%, T cell HTS inactive, T cell HTS vesicle-bound % 39, NTR1 agonist cell count 20 µM 63 and Myeloid diff MLP GFP+ MAC1+ % 1.2.
`CC(OC(=O)c1nc(Cl)ccc1Cl)C(=O)Nc1ccccc1F` (centres undefined) gave Myeloid diff MLP inactive, RSV antiviral HEp-2 -1.2%, MgcRacGAP inhibition 6%, K1F lysis inhibition 1.3%[50 µM], NTR1 agonist 2.0, Salmonella PhoP GFP 4%, SV40 large T antigen 19%, T cell HTS inactive, T cell HTS vesicle-bound % 31, NTR1 agonist cell count 20 µM 58 and Myeloid diff MLP GFP+ MAC1+ % 1.0.
